Source: PubChem (The Scripps Research Institute Molecular Screening Center)
MITF inh = inhibitors of human MITF | O75030 | AlphaScreen MITF homodimerization, bead proximity signal | inhibition, % at 2.6 µM | 650,000 tested, 0.91% active | AID 1259374; in the data active means inhibition above about 50%;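 further: 0% = vehicle wells with protein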
Target sequence (O75030 whole entry, looked up): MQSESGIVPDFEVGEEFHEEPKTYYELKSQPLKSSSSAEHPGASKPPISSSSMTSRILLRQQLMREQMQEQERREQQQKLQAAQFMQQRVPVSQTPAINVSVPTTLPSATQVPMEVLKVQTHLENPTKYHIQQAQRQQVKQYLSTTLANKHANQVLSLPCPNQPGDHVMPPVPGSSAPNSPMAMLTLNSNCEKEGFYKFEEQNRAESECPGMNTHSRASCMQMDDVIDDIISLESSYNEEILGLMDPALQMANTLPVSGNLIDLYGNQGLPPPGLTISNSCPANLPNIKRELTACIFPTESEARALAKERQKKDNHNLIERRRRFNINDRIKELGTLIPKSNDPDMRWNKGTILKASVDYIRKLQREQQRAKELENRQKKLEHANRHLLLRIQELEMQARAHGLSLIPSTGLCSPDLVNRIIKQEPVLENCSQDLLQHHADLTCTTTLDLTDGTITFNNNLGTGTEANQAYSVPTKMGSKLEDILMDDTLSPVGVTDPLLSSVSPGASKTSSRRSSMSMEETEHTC
GPR151 activ = activators of human GPR151. Q8TDV0. PathHunter beta-arrestin GPR151 cells, luminescence. AID 1508602. 650,000 tested, 1% active. activation, % at 11.2 µM; in the data active means activation above about 4.9%;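 further: 0% = median of compound wells and 100% = cells with positive control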
Target sequence (Q8TDV0 whole entry, looked up): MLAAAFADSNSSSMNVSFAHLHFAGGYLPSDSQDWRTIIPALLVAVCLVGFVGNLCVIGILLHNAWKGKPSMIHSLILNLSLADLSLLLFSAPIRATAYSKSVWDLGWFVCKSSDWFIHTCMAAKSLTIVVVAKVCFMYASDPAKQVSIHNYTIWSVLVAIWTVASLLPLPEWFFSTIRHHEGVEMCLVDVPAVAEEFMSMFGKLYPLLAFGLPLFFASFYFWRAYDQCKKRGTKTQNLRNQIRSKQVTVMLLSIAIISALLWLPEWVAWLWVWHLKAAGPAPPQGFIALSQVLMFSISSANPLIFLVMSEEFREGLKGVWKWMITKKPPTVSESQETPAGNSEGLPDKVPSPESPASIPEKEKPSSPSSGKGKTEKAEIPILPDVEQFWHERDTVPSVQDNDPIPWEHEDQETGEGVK
TEAD-YAP inh = TEAD-YAP interaction inhibition. HEK-TIYL cells, TEAD-Gal4/YAP UAS-luciferase luminescence. inhibition, % at 9.12 µM. 640,000 tested, 1.4% active. AID 1259422; in the data active means inhibition above about 32%;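 further: 0% = median of test compound wells and 100% = reference inhibitor wells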
FBW7 act = activators of human E3 ligase FBW7. Q969H0. 650,000 tested, 0.13% active. AlphaScreen FBW7–phospho-cyclin E peptide binding, activator screen. normalized activity (activation), % at 26.1 µM; in the data active means normalized activity above about 1.9%;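 further: purified mutant Fbw7 with reduced substrate affinity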
The depositor's hits bear a star.

SMILES	MITF inh	GPR151 activ	TEAD-YAP inh	FBW7 act
COc1ccc(/C=N/NC(=O)Nc2ccc3nsnc3c2)c(OC)c1	6	0.8	3	0.2
CCC(=O)NC(=S)Nc1ccc(C(C)C)cc1	-1	-0.4	-77	-0.1
COc1cccc(NC(=O)NNC(=O)c2cc3occc3[nH]2)c1	9	5.0*	0	-0.2
Cc1ccc(-c2nc(N3CCN(c4ccccc4F)CC3)c3ccccc3n2)cc1	2	0.1	1	0.1
Cc1cc(C(F)(F)F)nc(SCc2ccc(C(=O)NNC(=O)c3ccc(Br)cc3)o2)n1	2	-0.1	28	-0.1
Cc1cccc(C(=O)NCCc2ccccc2)c1	11	-1.7	-21	-0.1
COCC(C)NS(=O)(=O)c1ccc(NC(=O)CNC(N)=O)cc1 (centres undefined)	9	0.3	1	0.1
CCOc1ccc(C(=O)NCC2CCCN2S(=O)(=O)c2ccc(C)cc2)cc1 (centres undefined)	15	-1.0	-3	-0.1
CCOC(=O)c1sc(Nc2ccc(S(N)(=O)=O)cc2)nc1C	-8	2.0	-4	-0.1
CC(C)C(NC(=O)C1OC2OC(C)(C)OC2C2OC(C)(C)OC12)C(=O)O (centres undefined)	14	-0.8	8	0.7
COc1cc(C)c(S(=O)(=O)N2CCCC2)cc1C	-10	-0.9	-8	-0.4
CC(NC(=O)c1ccco1)c1nnc2n1CCN(Cc1ccc3c(c1)OCCO3)CC2 (centres undefined)	4	0.8	2	0.1
CCN1c2ncccc2C(=O)NC12CCN(C(=O)c1cccc3c1C(=O)N(C)C3)CC2	2	-0.2	-8	-0.1
COc1ccc(C2CC(=O)c3cnc(NC(=O)c4ccc(F)cc4)nc3C2)cc1 (centres undefined)	1	-0.2	10	0.0
CCCCNC(=O)c1cn(-c2ccc(Cl)cc2)c(=O)c2ccccc12	-11	-0.8	-10	-0.1
NS(=O)(=O)c1cccc(NC(=O)COC(=O)CNS(=O)(=O)c2ccccc2F)c1	4	-1.0	1	0.2
O=C(NCc1ccccc1)C1CCCN(C(=O)NCc2ccccc2)C1 (centres undefined)	12	0.3	-8	0.0
Cc1ccc(NC(=O)CN2CCN(c3ccccc3C)CC2)cc1Br	15	0.8	-8	-0.1
CCN(CC)c1nc(C)nc2sc(C(=O)Nc3cc(C)ccc3OC)c(C)c12	-6	0.2	-1	-0.1
O=C(O)CCc1ccc(-c2ccc(F)cc2)n1CC(=O)O	-1	-0.7	0	-0.1
COc1ccc(NC(=O)c2cc3c(CO)cnc(C)c3oc2=Nc2cc(C)cc(C)c2)cc1	-9	-0.8	-9	0.1
COc1ccc2[nH]cc(S(=O)(=O)c3ccc(Cl)cc3)c(=O)c2c1	14	0.8	12	0.1
Cc1sc2ncnc(Nc3ccccc3F)c2c1C	-3	1.2	-4	0.1
Cc1cc2c(ncn2C)c(NS(C)(=O)=O)c1C	6	3.3	-1	0.2
COc1cccc(C2Nc3ccccc3NC3=C2C(=O)CC(c2ccc(Cl)cc2)C3)c1OC (centres undefined)	8	0.2	9	0.1
COCCCn1c(Cc2ccccc2)nnc1SCC(=O)N1CCOCC1	-10	1.5	3	0.0
COc1ccc(NC(=O)Cn2nc(C)c([N+](=O)[O-])c2C)cc1OC	3	0.7	-3	0.1
CC(C)CC1c2[nH]c3ccccc3c2CCN1C(=O)C1CCOCC1 (centres undefined)	4	0.0	-14	0.5
COc1cc(NC(=O)COc2cccc3ccccc23)c(C(=O)O)cc1OC	-9	2.0	-9	-0.3
O=C(CNS(=O)(=O)c1ccc2c(c1)OCCO2)N/N=C\c1ccccc1O	2	-0.4	-13	-0.6
O=[N+]([O-])c1cccc2c1NC(c1cccc(Cl)c1Cl)C1CC=CC21 (centres undefined)	23	-1.6	10	-0.1
Cc1cc(C)c(S(=O)(=O)N(CC(=O)NCc2cccnc2)C2CCCCC2)c(C)c1	-6	1.3	-4	-0.1
Cc1ccc(COc2cccc3c2CCN(C)C3=O)cc1	3	4.9	-1	-0.1
O=C(Nc1ccc2nccnc2c1)c1cnn(-c2ccccc2)c1C(F)(F)F	-7	-4.3	-65	0.0
C(=NC1=NN(c2ccccc2)CC1)c1ccccc1	10	1.4	4	0.0
CCOC(=O)C1CCN(C(=O)N(C)C)CC1	-25	2.0	-1	0.1
NCCCc1nc2ccc([N+](=O)[O-])cc2[nH]1	8	-1.0	8	0.1
Cc1cc(C)c(CNC(=O)c2ccc(Cl)cc2)c(=S)[nH]1	11	0.2	5	0.3
Cc1ccc(NC(=O)C2C3C=CC4(O3)C2C(=O)N(C2CCCCCCC2)C4C(=O)NC2CCCCC2)cc1Cl (centres undefined)	0	0.4	0	-0.1
O=C(CSCc1ccccc1)Nc1cc(Cl)ccc1C(=O)O	5	0.5	0	-0.2
C/C=C/c1ccc(OCCOCCOc2ccc(C(=O)O)cc2)c(OC)c1	-4	-0.4	-13	0.6
CN1CCC(N(C)C(=O)C2CCC(CNS(C)(=O)=O)CC2)CC1 (centres undefined)	-3	-0.1	8	0.0
O=C(Nc1nc2ccc3ccccc3c2s1)C1CC1	7	1.8	16	0.2
Cc1ccc2c(ccc(/C=C/c3ccc(N(C)C)cc3)[n+]2C)c1	16	3.6	41*	-0.4
O=C(Nc1cccc(-c2nc3ccccc3[nH]2)c1)c1ccccc1Oc1ccccc1	-13	-2.7	-8	-0.1
CCOC(=O)C(Cc1cccc(Cl)c1)(NC(C)=O)C(=O)OCC	5	0.0	-5	0.0
COc1ccc(Cl)cc1NC(=O)Cc1csc(NC(=O)c2ccc(Cl)cc2)n1	-5	-0.6	-20	-0.3
CCOC(=O)COc1ccc(Oc2nc(N(C)C)nc(N(C)C)n2)nn1	-3	-0.4	3	0.0
N#Cc1cc(C(=O)c2cc(F)ccc2O)cn(-c2ccc(SC(F)F)cc2)c1=O	-5	4.2	16	0.0
CN1CCSc2ccc(C(=O)NC3CCCC3)cc21	0	-0.9	-49	-0.1

Continued:
SMILES	MITF inh	GPR151 activ	TEAD-YAP inh	FBW7 act
O=C(CN1C(=O)C2C3C=CC(C3)C2C1=O)Nc1cccc(Cl)c1 (centres undefined)	0	-0.4	1	-0.1
CC(C)NC(=O)CCCCn1c(=O)c2ccccc2n(Cc2ccccc2Cl)c1=O	-4	-0.6	-8	-0.1
CCN(CC)c1ccc(Nc2ncnc3ccc(Br)cc23)cc1	4	0.4	7	-0.4
CC(=O)NC(=O)CSc1nnc(NC(=O)CSc2nc3ccccc3s2)s1	-4	1.1	-6	-0.1
CCc1ccccc1N(C)S(=O)(=O)c1ccc2[nH]cc(C(=O)NCCCN3CCOCC3)c(=O)c2c1	1	-0.3	17	-0.1
COc1ccc(C(=O)/C=C/c2ccc(-c3ccc(F)cc3)o2)cc1	0	-1.0	-7	0.0
CC(=O)Nc1ccc(C2=CC(c3ccc(Cl)cc3)n3nc(CCCO)nc3N2)cc1 (centres undefined)	12	0.2	7	0.2
COC(=O)c1ccc(N2C(=O)c3ccc(C(=O)Oc4ccccc4)cc3C2=O)cc1	9	1.1	2	-0.1
CC(NC(=O)CSc1nnc(C(F)(F)F)n1C)c1ccccc1 (centres undefined)	8	-1.3	5	0.5
COC(=O)c1sc2ccccc2c1NC(=O)c1ccc([N+](=O)[O-])o1	4	1.9	-1	0.0
O=C(O)C1CC=C(Cl)CC1C(=O)Nc1cccc2ccccc12 (centres undefined)	-8	-0.8	12	-0.2
COc1ccc(NC(=S)Nc2ccc(N3CCOCC3)c3nonc23)cc1OC	24	0.0	-13	-0.4
CC(C)n1c(NCCCN2CCCC2=O)nc2c(Nc3ccccc3)ncnc21	-6	-7.6	35*	-0.1
Cc1ccc(N(CC(=O)N2CCN(C)CC2)S(C)(=O)=O)cc1C	-10	0.1	7	-0.1
O=C(NC(Cc1ccccc1)C(=O)O)/C(=C/c1ccc([N+](=O)[O-])cc1)NC(=O)c1ccc(Br)o1 (centres undefined)	1	-0.3	2	0.0
O=C(C1CCN(c2nnc(N3CCCC3=O)s2)CC1)N1CCN(C2CCCCC2)CC1	12	0.0	5	-0.2
CCCC1(CCC)NC(=O)N(CC(=O)N2CCc3ccccc32)C1=O	-5	0.7	3	-0.2
COc1ccc(CNC(=O)c2ccc3c(c2)NC(=O)C(CS(=O)(=O)Cc2ccc(F)cc2)N3)cc1 (centres undefined)	-1	1.0	0	0.0
COc1cc([N+](=O)[O-])ccc1NC(=O)c1cccc(I)c1	-4	0.0	8	0.1
COCCCNCCOCCOc1ccc(C(C)C)c(C)c1	31	-0.6	11	-0.1
Cn1c(N2CCN(S(=O)(=O)c3cccc(Cl)c3)CC2)nc2ccccc21	-1	0.7	6	-0.1
Nc1nc(Nc2ccc(-n3ccnc3)cc2)nc2c1ncn2Cc1ccc(C(F)(F)F)cc1	-4	0.9	-26	0.1
CC(C(=O)O)N1C(=O)C2C3CCC(C3)C2C1=O (centres undefined)	1	-0.3	-56	0.0
O=C(Cn1cnc2c(nnn2Cc2ccc(F)cc2)c1=O)N1CCCCCC1	11	2.8	5	0.1
CC(=O)N1CCc2cc(S(=O)(=O)N(C)Cc3ccccc3)ccc21	0	-0.9	4	0.1
Nc1cccc(-c2cc(NCCCN3CCCC3=O)ncn2)c1	9	1.3	-5	0.1
O=[N+]([O-])c1ccc2c(c1)C(N1CCOCC1)/C(=C\c1ccccc1)O2 (centres undefined)	1	0.1	8	-0.1
O=C(c1ccco1)n1nc(-c2ccccc2)nc1NCc1ccco1	-2	-1.2	-15	-0.1
O=C(Cn1ncc2c1-c1ccccc1OC2)NCCC1=CCCCC1	4	-1.9	3	0.9
C/C(=N\Nc1ccc(S(=O)(=O)Nc2ccccc2C(=O)O)cc1[N+](=O)[O-])c1ccco1	-1	1.3	9	-0.1
Cc1ccc(/C=N/Nc2c([N+](=O)[O-])cc(C(F)(F)F)cc2[N+](=O)[O-])o1	11	1.8	-1	-0.4
Cc1cc(Br)ccc1OCCOCCNC(C)(C)C	63*	-1.6	6	0.0
CC12C(=O)N(c3cccc4cccnc34)C(=O)C1C1C=CC2C1 (centres undefined)	16	-0.9	-7	0.6
CN1CCC(O)(c2ccc3c(c2)CN(Cc2cccc(F)c2F)CCO3)CC1	-6	-0.8	-4	0.0
O=C(NC1CC1)C1CCC(=O)N1C1CCCC1 (centres undefined)	1	2.1	0	0.0
NC(=O)c1ccccc1NC(=O)CN1CCN(Cc2ccccc2)CC1	-4	-1.2	-4	-0.2
CCOC(=O)c1[nH]c2ccc(F)cc2c1NC(=O)CN(C)C	9	0.3	9	0.0
C[C@H](c1ccccc1)n1c(=O)[nH]c2ncc(-c3ccc(C(=O)N4CCN(C)CC4)cc3)nc21	1	-1.6	5	0.0
CC1CCCC(C)N1C(=O)CSc1ccccc1 (centres undefined)	6	0.6	20	0.1
Cc1cccc(Cn2nc(C)c(NC(=O)c3ccccc3)c2C)c1	12	0.2	4	0.0

An excerpt of these results, in markdown:
| mol | MITF inh | GPR151 activ | TEAD-YAP inh | FBW7 act |
| --- | --- | --- | --- | --- |
| Nc1nc(Nc2ccc(-n3ccnc3)cc2)nc2c1ncn2Cc1ccc(C(F)(F)F)cc1 | -4 | 0.9 | -26 | 0.1 |
| CC(C(=O)O)N1C(=O)C2C3CCC(C3)C2C1=O (centres undefined) | 1 | -0.3 | -56 | 0.0 |
| O=C(Cn1cnc2c(nnn2Cc2ccc(F)cc2)c1=O)N1CCCCCC1 | 11 | 2.8 | 5 | 0.1 |
| CC(=O)N1CCc2cc(S(=O)(=O)N(C)Cc3ccccc3)ccc21 | 0 | -0.9 | 4 | 0.1 |
| Nc1cccc(-c2cc(NCCCN3CCCC3=O)ncn2)c1 | 9 | 1.3 | -5 | 0.1 |
| O=[N+]([O-])c1ccc2c(c1)C(N1CCOCC1)/C(=C\c1ccccc1)O2 (centres undefined) | 1 | 0.1 | 8 | -0.1 |
| O=C(c1ccco1)n1nc(-c2ccccc2)nc1NCc1ccco1 | -2 | -1.2 | -15 | -0.1 |
| O=C(Cn1ncc2c1-c1ccccc1OC2)NCCC1=CCCCC1 | 4 | -1.9 | 3 | 0.9 |
| C/C(=N\Nc1ccc(S(=O)(=O)Nc2ccccc2C(=O)O)cc1[N+](=O)[O-])c1ccco1 | -1 | 1.3 | 9 | -0.1 |
| Cc1ccc(/C=N/Nc2c([N+](=O)[O-])cc(C(F)(F)F)cc2[N+](=O)[O-])o1 | 11 | 1.8 | -1 | -0.4 |
| Cc1cc(Br)ccc1OCCOCCNC(C)(C)C | 63* | -1.6 | 6 | 0.0 |
| CC12C(=O)N(c3cccc4cccnc34)C(=O)C1C1C=CC2C1 (centres undefined) | 16 | -0.9 | -7 | 0.6 |
| CN1CCC(O)(c2ccc3c(c2)CN(Cc2cccc(F)c2F)CCO3)CC1 | -6 | -0.8 | -4 | 0.0 |
| O=C(NC1CC1)C1CCC(=O)N1C1CCCC1 (centres undefined) | 1 | 2.1 | 0 | 0.0 |
| NC(=O)c1ccccc1NC(=O)CN1CCN(Cc2ccccc2)CC1 | -4 | -1.2 | -4 | -0.2 |
| CCOC(=O)c1[nH]c2ccc(F)cc2c1NC(=O)CN(C)C | 9 | 0.3 | 9 | 0.0 |
| C[C@H](c1ccccc1)n1c(=O)[nH]c2ncc(-c3ccc(C(=O)N4CCN(C)CC4)cc3)nc21 | 1 | -1.6 | 5 | 0.0 |
| CC1CCCC(C)N1C(=O)CSc1ccccc1 (centres undefined) | 6 | 0.6 | 20 | 0.1 |
| Cc1cccc(Cn2nc(C)c(NC(=O)c3ccccc3)c2C)c1 | 12 | 0.2 | 4 | 0.0 |

Further records.
SMILES	MITF inh	GPR151 activ	TEAD-YAP inh	FBW7 act
COc1cc(CN2CCC(CCC(=O)NC3CC3)CC2)cc(Cl)c1OC	8	-0.6	6	0.2
CC(=O)c1ccc(OC(=O)N2CCOCC2)cc1	7	-0.5	-19	0.3
CC(=O)Nc1cccc(-c2cnc3cccc([N+](=O)[O-])c3c2)c1	10	-1.0	-11	0.1
O=C1OC(c2ccc(F)cc2)=N/C1=C\c1cccc(Cl)c1	2	-0.2	1	0.0
CC(=O)c1ccc(NC(=S)NC(=O)c2ccccc2)cc1	20	-0.2	-28	0.5
